MEKK2 mut-MEK5 – signal of MEK5 binding to mutant human MEKK2 PB1 domain; bead flow cytometry, Alexa488-MEK5 binding to MEKK2 mutant; percent response, % at 10 µM; 0.35% of 290,000 active; AID 1530; in the data active = percent response above about 24%, passing the limit was not always enough; also: inactives centre near 1; some results filed as inactive read as strong as hits; reference of the scale not given here
PfM18AAP inh – PfM18AAP enzyme inhibition; AID 1822; inhibition, % at 7.35 µM; 1.2% of 290,000 active; recombinant PfM18AAP, H-Glu-NHMec fluorogenic cleavage;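 active = inhibition above the campaign mean inhibition over all tested compounds plus 3 SD, cut at about 28% in these data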;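 also: 0% = plate median of test compound wells and 100% = 2 mM ZnCl2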
MEKK3 PB1 HTS – raises or lowers MEK5 binding to the human MEKK3 PB1 domain | bead-based flow cytometry, Alexa488-MEK5 binding to MEKK3; actives lie on both sides; 0 = blocked by unlabeled MEK5, 100 = vehicle | binding response (% of control), % at 10 µM | Q99759 | 1.4% of 290,000 active;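 active = binding response more than 3 SD above or below the average of its plate-row segment, actives on both sides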;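 also: Alexa488 bead fluorescence after subtracting the streptavidin-only scavenger bead signal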
UBC9 SUMO inh – blocks human SUMOylation mediated by UBC9; P63279; inhibition, % at 35 µM; 0.36% of 290,000 active; AID 2006; HTRF SUMOylation assay, SAE1/SAE2 + UBC9, in vitro; in the data active = inhibition above about 50%, passing the limit was not always enough; also: strong numbers were not always called active
IDE inh – inhibitors of human insulin-degrading enzyme in cells; P14735; HEK cells, FAbetaB cleavage, fluorescence polarization; inhibition, % at 5.59 µM; 0.41% of 320,000 active; AID 434962;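 active = percent inhibition above the average of all tested compounds plus 3 SD, set per screening campaign, cut at about 16% in these data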;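 also: IDE supplied by intact live HEK cells; FP after avidin binding of uncleaved biotin substrate so inhibition keeps polarization high; 0% = DMSO wells and 100% = 60 µM reference IDE inhibitor Ii1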
NALP1 inh – NALP1 inhibition; S. cerevisiae NALP1/ASC/caspase-1 growth, X-gal OD620, 72 h; inhibition, % at 10 µM; 0.61% of 280,000 active; AID 2071; in the data active = inhibition mostly above about 24%, no sharp cut-off; inactive = mostly below about 32%; also: some compounds called inactive have numbers as strong as hits
p-CIP stab down – lowers stability of the mouse p/CIP coactivator protein; F442A p/CIP-EGFP cells, EGFP fluorescence, 16 h; decrease of EGFP signal, % at 10 µM; 0.01% of 290,000 active; AID 1984;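 active = EGFP signal decrease of at least 30% at 10 µM or well 3 SD below plate mean, unless failing retest; inactive = the rest, including hits failing retest or dose response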; also: some compounds called inactive have numbers as strong as hits; many of its hits are not listed in these tables
Target sequence (Q05BA5 1-1403): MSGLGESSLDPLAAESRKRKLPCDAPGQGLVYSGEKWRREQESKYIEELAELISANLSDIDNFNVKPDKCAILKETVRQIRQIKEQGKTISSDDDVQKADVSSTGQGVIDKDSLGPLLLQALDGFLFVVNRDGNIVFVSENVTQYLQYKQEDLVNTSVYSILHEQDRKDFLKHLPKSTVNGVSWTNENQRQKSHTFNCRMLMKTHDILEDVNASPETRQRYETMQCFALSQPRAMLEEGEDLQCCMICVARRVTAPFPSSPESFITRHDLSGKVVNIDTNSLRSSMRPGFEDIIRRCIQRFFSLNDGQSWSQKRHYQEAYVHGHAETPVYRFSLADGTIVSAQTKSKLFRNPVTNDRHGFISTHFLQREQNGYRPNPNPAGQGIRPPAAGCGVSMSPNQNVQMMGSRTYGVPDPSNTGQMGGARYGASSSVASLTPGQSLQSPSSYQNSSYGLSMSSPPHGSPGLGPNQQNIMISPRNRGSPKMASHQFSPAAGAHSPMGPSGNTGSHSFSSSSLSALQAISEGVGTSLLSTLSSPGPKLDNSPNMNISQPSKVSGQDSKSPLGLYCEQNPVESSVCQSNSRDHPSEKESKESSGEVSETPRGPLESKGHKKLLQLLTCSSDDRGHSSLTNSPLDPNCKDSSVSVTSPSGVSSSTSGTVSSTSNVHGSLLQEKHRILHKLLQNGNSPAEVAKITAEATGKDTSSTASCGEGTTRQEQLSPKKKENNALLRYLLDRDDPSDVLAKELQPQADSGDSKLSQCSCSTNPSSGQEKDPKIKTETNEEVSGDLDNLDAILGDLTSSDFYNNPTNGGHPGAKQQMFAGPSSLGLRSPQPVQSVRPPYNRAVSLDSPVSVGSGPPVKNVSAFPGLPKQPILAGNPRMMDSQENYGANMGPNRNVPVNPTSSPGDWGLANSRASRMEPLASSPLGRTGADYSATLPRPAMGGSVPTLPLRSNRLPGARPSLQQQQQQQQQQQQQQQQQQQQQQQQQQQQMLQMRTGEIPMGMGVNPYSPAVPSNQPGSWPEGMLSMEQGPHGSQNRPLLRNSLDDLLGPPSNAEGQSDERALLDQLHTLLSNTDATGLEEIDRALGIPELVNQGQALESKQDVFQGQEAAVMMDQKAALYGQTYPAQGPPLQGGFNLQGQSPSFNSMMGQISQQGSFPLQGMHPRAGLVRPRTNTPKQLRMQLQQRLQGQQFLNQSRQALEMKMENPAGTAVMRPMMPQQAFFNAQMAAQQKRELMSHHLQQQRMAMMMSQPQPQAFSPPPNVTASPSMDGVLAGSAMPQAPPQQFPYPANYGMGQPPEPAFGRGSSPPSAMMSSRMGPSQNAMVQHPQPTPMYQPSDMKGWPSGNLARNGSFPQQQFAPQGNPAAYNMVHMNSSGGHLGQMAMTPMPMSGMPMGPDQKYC
IDE cell activ – IDE (human) activation, cell-based; 0.073% of 340,000 active; AID 493087; P14735; HEK cells, FAbeta-B cleavage, fluorescence polarization; 0% vehicle, 100% cell-free pure enzyme wells; activation, % at 5.96 µM;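 active = activation above the mean of all tested compounds plus 3 SD, set per screening campaign, cut at about 17% in these data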
MEKK2wt PB1 HTS – raises or lowers MEK5 binding to wildtype human MEKK2 PB1 domain; bead flow cytometry, Alexa488-MEK5 binding to MEKK2 WT; actives lie on both sides; binding response (% of control), % at 10 µM; Q9Y2U5; 1.1% of 290,000 active; in the data active = binding response below about 67% or above about 130%
The depositor's hits bear a star; & = joins results of further samples. An excerpt; count on the stated rates, not on these rows.

CC(C)(C)N=C1C([N+](=O)[O-])=CC=C2C1=NC1(CCCCC1)N2O was read as MEKK2 mut-MEK5 4, PfM18AAP inh -3, MEKK3 PB1 HTS 104, UBC9 SUMO inh 8, IDE inh -2, NALP1 inh 27, p-CIP stab down -17, IDE cell activ 7 and MEKK2wt PB1 HTS 107.
`COC(=O)C1=CN(Cc2ccc(OC)c(OC)c2)C=C(C(=O)OC)C1c1ccc(F)cc1` gave MEKK2 mut-MEK5 0, PfM18AAP inh -6, MEKK3 PB1 HTS 104, UBC9 SUMO inh 3, IDE inh -1, NALP1 inh 0, p-CIP stab down -4, IDE cell activ -6 and MEKK2wt PB1 HTS 102.
Screening CCSCc1nnc(SCC(=O)Nc2cccc(SC)c2)n1C returned MEKK2 mut-MEK5 12, PfM18AAP inh -10, MEKK3 PB1 HTS 110, UBC9 SUMO inh 13, IDE inh 1, NALP1 inh 18, p-CIP stab down -17, IDE cell activ -1 and MEKK2wt PB1 HTS 107.
Screening COc1ccc(C2Nc3ccccc3C(=O)N2Cc2ccco2)cc1CN1C(=O)c2ccccc2C1=O (stereo not given) returned MEKK2 mut-MEK5 -4&-4, PfM18AAP inh 0&0, MEKK3 PB1 HTS 98&99, UBC9 SUMO inh 5&2, IDE inh 3&-1, NALP1 inh 6&28, p-CIP stab down -7&2, IDE cell activ 4&3 and MEKK2wt PB1 HTS 93&90.
CCOC(=O)N1CCC(NC(=O)CCN2C(=O)C3C4C=CC(C4)C3C2=O)CC1 (stereo not given) was read as MEKK2 mut-MEK5 -4, PfM18AAP inh 1, MEKK3 PB1 HTS 89, UBC9 SUMO inh 14, IDE inh 3, NALP1 inh -18, p-CIP stab down -7, IDE cell activ -6 and MEKK2wt PB1 HTS 94.
For Cc1cc(C)cc(SCc2noc(C(=O)NC(C)C)c2C(=O)NC(C)C)c1 the results were MEKK2 mut-MEK5 -7, PfM18AAP inh -2, MEKK3 PB1 HTS 100, UBC9 SUMO inh -12, IDE inh 5, NALP1 inh -12, p-CIP stab down -15, IDE cell activ 4 and MEKK2wt PB1 HTS 89.
CC(C)CC(=O)NC1(C(F)(F)F)C(=O)N(CC(C)C)C2=C1C(=O)CC(C)(C)C2 (stereo not given) was read as MEKK2 mut-MEK5 0, PfM18AAP inh -10, MEKK3 PB1 HTS 101, UBC9 SUMO inh 20, IDE inh -2, NALP1 inh 26, p-CIP stab down 1, IDE cell activ 2 and MEKK2wt PB1 HTS 100.
`COCCNC(=O)C(=O)NCC1OCCN1S(=O)(=O)c1cc(F)ccc1F` (stereo not given) gave MEKK2 mut-MEK5 6, PfM18AAP inh 0, MEKK3 PB1 HTS 104, UBC9 SUMO inh 0, IDE inh 0, NALP1 inh -3, p-CIP stab down -4, IDE cell activ 6 and MEKK2wt PB1 HTS 107.
`COc1ccc(/C(O)=C2\C(=O)C(=O)N(CCN3CCOCC3)C2c2ccccc2OC)cc1` (stereo not given) gave MEKK2 mut-MEK5 2, PfM18AAP inh -1, MEKK3 PB1 HTS 99, UBC9 SUMO inh -16, NALP1 inh 5, p-CIP stab down -1, IDE cell activ 0 and MEKK2wt PB1 HTS 105.
Screening Cc1cc(OCC(=O)NCc2ccccn2)c2c(C)cc(=O)oc2c1 returned MEKK2 mut-MEK5 1, PfM18AAP inh 2, MEKK3 PB1 HTS 101, UBC9 SUMO inh 18, IDE inh 2, NALP1 inh 8, p-CIP stab down -2, IDE cell activ 8 and MEKK2wt PB1 HTS 100.
Screening COC(=O)c1ccc(OCC(O)CN2CCN(C(=O)c3ccco3)CC2)cc1 (stereo not given) returned MEKK2 mut-MEK5 4, PfM18AAP inh -7, MEKK3 PB1 HTS 101, UBC9 SUMO inh 22, IDE inh 1, NALP1 inh 14, p-CIP stab down -19, IDE cell activ 5 and MEKK2wt PB1 HTS 100.
For CN1CCN(c2nc3c(c(=O)[nH]c(=O)n3C)n2Cc2ccccc2)CC1 the results were MEKK2 mut-MEK5 19, PfM18AAP inh 0, MEKK3 PB1 HTS 103, UBC9 SUMO inh -12, IDE inh -5, NALP1 inh 16, p-CIP stab down 4, IDE cell activ -3 and MEKK2wt PB1 HTS 105.
Screening O=C(CNCCO)NC12CC3CC(CC(C3)C1)C2 returned MEKK2 mut-MEK5 6, PfM18AAP inh 8, MEKK3 PB1 HTS 107, UBC9 SUMO inh 11, IDE inh 4, NALP1 inh -2, p-CIP stab down 1, IDE cell activ 3 and MEKK2wt PB1 HTS 107.
`O=C(CN1CCN(C(c2ccccc2)c2ccccc2)CC1)Nc1ccc(N2CCOCC2)cc1` gave MEKK2 mut-MEK5 39, PfM18AAP inh 1, MEKK3 PB1 HTS 122, UBC9 SUMO inh 14, IDE inh 3, NALP1 inh 8, p-CIP stab down 3, IDE cell activ 2 and MEKK2wt PB1 HTS 119.
`Cc1cccc(NC(=O)C(C)SCc2ccccc2)c1` (stereo not given) gave MEKK2 mut-MEK5 1, PfM18AAP inh -10, MEKK3 PB1 HTS 105, UBC9 SUMO inh -2, IDE inh 2, NALP1 inh 8, p-CIP stab down -7, IDE cell activ 9 and MEKK2wt PB1 HTS 102.
COc1ccc(Cl)cc1Nc1nc(N)nc(C(F)(F)F)n1 was read as MEKK2 mut-MEK5 -1, PfM18AAP inh -14, MEKK3 PB1 HTS 88, UBC9 SUMO inh -38, IDE inh -1, NALP1 inh -18, p-CIP stab down -3, IDE cell activ 2 and MEKK2wt PB1 HTS 92.
For O=C(O)c1ccc(S(=O)(=O)N2CCCCCC2)cc1 the results were MEKK2 mut-MEK5 1, PfM18AAP inh -5, MEKK3 PB1 HTS 106, UBC9 SUMO inh 2, IDE inh 2, NALP1 inh 8, p-CIP stab down 5, IDE cell activ 0 and MEKK2wt PB1 HTS 107.
Screening Cc1noc(NS(=O)(=O)c2ccc(NC(=O)C(F)(F)F)cc2)c1C returned MEKK2 mut-MEK5 0, PfM18AAP inh -4, MEKK3 PB1 HTS 98, UBC9 SUMO inh -12, IDE inh -2, NALP1 inh 20, p-CIP stab down 3, IDE cell activ 8 and MEKK2wt PB1 HTS 103.
Screening COc1ccccc1C(=O)Oc1ccc(C(C)(C)C)cc1 returned MEKK2 mut-MEK5 5, PfM18AAP inh 1, MEKK3 PB1 HTS 110, UBC9 SUMO inh 13, IDE inh 0, NALP1 inh 4, p-CIP stab down -4, IDE cell activ -1 and MEKK2wt PB1 HTS 106.
Screening CCOc1ccc(N2CC(C(=O)NCCc3ccccc3)CC2=O)cc1 (stereo not given) returned MEKK2 mut-MEK5 3, PfM18AAP inh -4, MEKK3 PB1 HTS 98, UBC9 SUMO inh 10, IDE inh 4, NALP1 inh 17, p-CIP stab down -17, IDE cell activ 2 and MEKK2wt PB1 HTS 101.
`Cc1c(C(=O)NCc2ccco2)sc2nc(-c3ccccc3)cn12` gave MEKK2 mut-MEK5 -8, PfM18AAP inh 9, MEKK3 PB1 HTS 88, UBC9 SUMO inh 10, IDE inh 6, p-CIP stab down -12, IDE cell activ -10 and MEKK2wt PB1 HTS 97.
CCOc1ccccc1CNC(=O)CCNC(=O)Cn1ccc2ccccc2c1=O was read as MEKK2 mut-MEK5 1, PfM18AAP inh -5, MEKK3 PB1 HTS 96, UBC9 SUMO inh -2, IDE inh 5, NALP1 inh 17, p-CIP stab down 7, IDE cell activ 6 and MEKK2wt PB1 HTS 104.
CCc1ccc(NC(=O)c2cccc(NC3=NC4CS(=O)(=O)CC4S3)c2)cc1 (stereo not given) was read as MEKK2 mut-MEK5 -2, PfM18AAP inh 2, MEKK3 PB1 HTS 101, UBC9 SUMO inh 12, IDE inh 5, NALP1 inh 0, p-CIP stab down -1, IDE cell activ -11 and MEKK2wt PB1 HTS 101.
Screening COc1ccccc1CCNC(=O)CSc1nnc2ccc(-c3cccnc3)nn12 returned MEKK2 mut-MEK5 6, PfM18AAP inh -7, MEKK3 PB1 HTS 110, UBC9 SUMO inh -9, IDE inh 2, NALP1 inh 12, p-CIP stab down -10, IDE cell activ 6 and MEKK2wt PB1 HTS 105.
`COc1ccc(CCN(C)C(=O)CSc2ncnc3sccc23)cc1OC` gave MEKK2 mut-MEK5 -3, PfM18AAP inh 4, MEKK3 PB1 HTS 104, UBC9 SUMO inh 17, IDE inh -3, NALP1 inh -13, p-CIP stab down 3, IDE cell activ 3 and MEKK2wt PB1 HTS 97.
Screening Cc1cccn2c(=O)c(/C=C(\C#N)S(=O)(=O)c3ccccc3)c(Oc3ccc(Cl)cc3)nc12 returned MEKK2 mut-MEK5 0, PfM18AAP inh 3, MEKK3 PB1 HTS 119, UBC9 SUMO inh 8, IDE inh -2, NALP1 inh 22, p-CIP stab down -12, IDE cell activ 3 and MEKK2wt PB1 HTS 101.
`O=C(CCc1ccc(CCC(=O)c2cccs2)s1)c1cccs1` gave MEKK2 mut-MEK5 -6, PfM18AAP inh 2, MEKK3 PB1 HTS 95, UBC9 SUMO inh -1, IDE inh 4, NALP1 inh 14, p-CIP stab down 0, IDE cell activ 4 and MEKK2wt PB1 HTS 87.
For COC(=O)c1cc(S(=O)(=O)N2CCN(c3ccc(F)cc3)CC2)cn1C the results were MEKK2 mut-MEK5 2, PfM18AAP inh 4, MEKK3 PB1 HTS 102, UBC9 SUMO inh 9, IDE inh 3, NALP1 inh 7, p-CIP stab down -10, IDE cell activ 7 and MEKK2wt PB1 HTS 103.
For O=C(O)c1cccnc1SC1CC(=O)N(c2ccc(OC(F)F)cc2)C1=O (stereo not given) the results were MEKK2 mut-MEK5 8, PfM18AAP inh 0, MEKK3 PB1 HTS 104, UBC9 SUMO inh -2, IDE inh -3, p-CIP stab down -4, IDE cell activ 1 and MEKK2wt PB1 HTS 95.
Screening Cc1cc(=O)[nH]c(SCCCOc2ccc(F)cc2)n1 returned MEKK2 mut-MEK5 -1, PfM18AAP inh -6, MEKK3 PB1 HTS 100, UBC9 SUMO inh -15, IDE inh 0, NALP1 inh 41*, p-CIP stab down 11, IDE cell activ -5 and MEKK2wt PB1 HTS 99.
COc1ccc(NC(=O)CSc2nc3c(c(=O)n2C)SCC3)cc1OC was read as MEKK2 mut-MEK5 -2, PfM18AAP inh 0, MEKK3 PB1 HTS 98, UBC9 SUMO inh -4, IDE inh 2, NALP1 inh 11, p-CIP stab down -32, IDE cell activ -4 and MEKK2wt PB1 HTS 98.
`C/C(CC(=O)Nc1cccnc1)=N\NC(=O)C(=O)NC(C)C` gave MEKK2 mut-MEK5 -24, PfM18AAP inh -3, MEKK3 PB1 HTS 82, UBC9 SUMO inh 1, IDE inh -7, NALP1 inh 22, p-CIP stab down 4, IDE cell activ 1 and MEKK2wt PB1 HTS 84.
Cc1ccc(CNC(=O)CN2C(=O)NC(C)(c3cccc(Br)c3)C2=O)cc1 (stereo not given) was read as MEKK2 mut-MEK5 7, PfM18AAP inh -10, MEKK3 PB1 HTS 108, UBC9 SUMO inh 19, IDE inh -5, NALP1 inh 12, p-CIP stab down -14, IDE cell activ -4 and MEKK2wt PB1 HTS 104.
Screening Cn1c(O)c(N=NC(=N)N)c2ccccc21 returned MEKK2 mut-MEK5 -3, PfM18AAP inh 1, MEKK3 PB1 HTS 101, UBC9 SUMO inh 6, IDE inh 6, NALP1 inh 9, p-CIP stab down 3, IDE cell activ 4 and MEKK2wt PB1 HTS 102.

Screens deposited in PubChem by several laboratories.
